Screens deposited in PubChem by Sanford-Burnham Center for Chemical Genomics.
hIAP block = blocks human intestinal alkaline phosphatase; AID 2544; inhibition, % at 10 µM; 330,000 tested, 0.12% active; purified IAP, CDP-Star luminescence, 30 min;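 active = inhibition reaching a set limit with compound at 10 µM in the primary screen, cut at about 35% in these data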;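 also: plate controls were DMSO wells with enzyme for no effect and no-enzyme buffer wells for full effect; values of inactives mirror those of a sister screen read the other way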
TIM10 inh = inhibits growth of TIM10 yeast strain | S. cerevisiae TIM10 strain growth, BacTiter-Glo luminescence, 24 h | inhibition, % at 10 µM | 330,000 tested, 1.4% active;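 active = inhibition of 40% or more at the single tested concentration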;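 also: wild-type TIM10 isogenic control strain grown at permissive 25 °C; 0% = DMSO yeast wells and 100% = minimal medium wells without yeast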
NLRP3 yeast inh = NALP3 inhibition in yeast | Yeast reconstituted NLRP3/ASC/caspase-1, beta-gal luminescence, 24 h | inhibition, % at 10 µM | 330,000 tested, 0.39% active | AID 2825;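 active = inhibition of 50% or more; inactive = inhibition below 50%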;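 also: plate controls were induced DMSO wells for no effect and uninduced yeast grown without galactose for full effect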
APOBEC3A inh = human APOBEC3A DNA deaminase inhibition; AID 493011; recombinant A3A, FAM/TAMRA ssDNA deamination fluorescence; inhibition, % at 20 µM; 330,000 tested, 0.41% active;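 active = at least 40% inhibition at 20 µM here, with at most 30% in a related deaminase screen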;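 also: plate controls were A3A with DMSO for no effect and wells lacking A3A enzyme for full effect; some results filed as inactive read as strong as hits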
Target sequence (P31941 whole entry, looked up): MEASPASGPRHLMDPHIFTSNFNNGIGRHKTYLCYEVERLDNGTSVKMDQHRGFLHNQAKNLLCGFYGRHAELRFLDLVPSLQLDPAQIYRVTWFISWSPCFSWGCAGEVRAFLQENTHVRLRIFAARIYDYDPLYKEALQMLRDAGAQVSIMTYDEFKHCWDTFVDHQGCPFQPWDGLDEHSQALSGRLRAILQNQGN
MIN6 prolif = induces beta-cell replication in MIN6 cells; proliferation, % at 10 µM; AID 2380; MIN6 cells proliferation, ATPlite luminescence, 48 h; cells starved in 0.2% serum; 100% = growth in 10% serum; 330,000 tested, 0.29% active;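 active = compounds whose signal lies at least 3.5 SD above the mean of all wells on their plate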;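 also: 0% = DMSO-treated cells in low-serum medium and 100% = 10% serum control; some compounds called inactive have numbers as strong as hits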
mIAP inh = mouse IAP inhibition | purified mouse IAP, CDP-Star luminescence, 30 min | inhibition, % at 10 µM | 330,000 tested, 0.2% active | AID 2806;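 active = inhibition of at least 40% at 10 µM in the primary screen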;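 also: plate controls were DMSO with enzyme for no effect and no enzyme wells for full effect; values of inactives mirror those of a sister screen read the other way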
tim10-1 inh = growth inhibitors of tim10-1 mutant yeast; S. cerevisiae tim10-1 ts strain growth, BacTiter-Glo, 24 h; inhibition, % at 20 µM; 330,000 tested, 2.2% active; AID 463190;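 active = inhibition of at least 40%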;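 also: mutant grown at 25 °C; 0% = DMSO wells with yeast and 100% = wells holding no yeast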
mIAP act = increases mouse intestinal alkaline phosphatase activity; muIAP, CDP-Star luminescence, 30 min; active compounds read high; 1 = vehicle-only enzyme signal, 0 = enzyme-free wells; activation factor at 10 µM; 330,000 tested, 0.24% active;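 active = activation factor of at least 2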; also: the source names both 10 and 20 µM as test concentration; values of inactives mirror those of a sister screen read the other way
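Assay system: mouse IAP enzyme; Reagent: CDP-Star chemiluminescent phosphatase substrate; Compound: DMSO-dissolved test compounds; Incubation: 30 min, room temperature; Technique: luminescence from enzymatic CDP-Star hydrolysis; Controls: DMSO-only wells and no-enzyme negative control.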
APOBEC3G inh = APOBEC3G (human) deaminase inhibition | Q9HC16 | recombinant A3G, ssDNA deamination FAM/TAMRA fluorescence | inhibition, % at 20 µM | 330,000 tested, 0.28% active;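 active = inhibition of at least 40% at 20 µM, with no more than 30% in the related APOBEC3A deaminase screen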;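 also: plate controls were DMSO wells with A3G for no effect and wells lacking A3G enzyme for full effect; some compounds called inactive have numbers as strong as hits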
Target sequence (Q9HC16 whole entry, looked up): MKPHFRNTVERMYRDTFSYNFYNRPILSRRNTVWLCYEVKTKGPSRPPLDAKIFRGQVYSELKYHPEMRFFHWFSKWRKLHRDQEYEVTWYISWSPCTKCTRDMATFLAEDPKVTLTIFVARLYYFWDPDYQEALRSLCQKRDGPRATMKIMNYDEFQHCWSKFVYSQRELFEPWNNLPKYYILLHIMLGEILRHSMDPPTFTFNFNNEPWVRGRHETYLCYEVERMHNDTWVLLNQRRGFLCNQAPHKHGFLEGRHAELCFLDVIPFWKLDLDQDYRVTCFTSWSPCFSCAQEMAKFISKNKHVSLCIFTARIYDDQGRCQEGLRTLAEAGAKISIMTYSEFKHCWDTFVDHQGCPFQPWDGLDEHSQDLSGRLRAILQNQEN
Starred values were filed as active, the others as inactive; . = not tested or not shown.

Preview:
Order of values – hIAP block, TIM10 inh, NLRP3 yeast inh, APOBEC3A inh, MIN6 prolif, mIAP inh, tim10-1 inh, mIAP act, APOBEC3G inh
> Cc1ccc(/C=N/N2CCCCC2)o1
→ 4, 7, 12, 2, -3, 1, 1, 0.99, 12
> Cc1ccc(Cc2nnc(SCC(=O)Nc3ccccc3)[nH]c2=O)cc1
→ 16, 0, 23, -4, -2, 4, 3, 0.96, -6
> O=C1NC2(CCCC2)C(=O)N1CC(=O)N(Cc1ccccc1)c1ccccc1
→ -4, 10, -3, 19, -2, 2, 10, 0.98, -7
> CCOC(=O)C(CC)Sc1nnc2cc(C)c3ccccc3n12 (stereo not drawn)
→ -4, 14, 19, -1, -4, -8, 15, 1.1, -5
> CCc1nc(N2CCC3(CC2)OCCO3)c2nnn(Cc3ccccc3)c2n1
→ 6, -27, 19, -8, -1, 0, -11, 1, -7
> O=C(c1cc(COc2c(F)cccc2F)on1)N1CCSCC1
→ -7, 7, 5, 1, 3, -4, 11, 1, -3
> Cc1ccc(S(=O)(=O)Nc2cccc(C(=O)NCC(c3ccco3)N(C)C)c2)cc1F (stereo not drawn)
→ 16, -3, 1, -1, 1, 1, -3, 0.99, -10
> O=C(CSc1ncn[nH]1)Nc1nc(-c2ccccc2)cs1
→ -33, 11, 12, 2, -3, 13, 18, 0.87, 1
> Cc1sc2ccccc2[n+]1CC(=O)c1ccccc1
→ -17, 0, 16, -4, 1, 9, 11, 0.91, -7
> CCOc1ccc(-c2cc(C(=O)N/N=C/c3ccc(O)cc3)c3ccccc3n2)cc1
→ -7, 15, 16, 2, -3, 3, 6, 0.97, -4

The list itself, repeating the preview:
Order of values – hIAP block, TIM10 inh, NLRP3 yeast inh, APOBEC3A inh, MIN6 prolif, mIAP inh, tim10-1 inh, mIAP act, APOBEC3G inh
> Cc1ccc(/C=N/N2CCCCC2)o1
→ 4, 7, 12, 2, -3, 1, 1, 0.99, 12
> Cc1ccc(Cc2nnc(SCC(=O)Nc3ccccc3)[nH]c2=O)cc1
→ 16, 0, 23, -4, -2, 4, 3, 0.96, -6
> O=C1NC2(CCCC2)C(=O)N1CC(=O)N(Cc1ccccc1)c1ccccc1
→ -4, 10, -3, 19, -2, 2, 10, 0.98, -7
> CCOC(=O)C(CC)Sc1nnc2cc(C)c3ccccc3n12 (stereo not drawn)
→ -4, 14, 19, -1, -4, -8, 15, 1.1, -5
> CCc1nc(N2CCC3(CC2)OCCO3)c2nnn(Cc3ccccc3)c2n1
→ 6, -27, 19, -8, -1, 0, -11, 1, -7
> O=C(c1cc(COc2c(F)cccc2F)on1)N1CCSCC1
→ -7, 7, 5, 1, 3, -4, 11, 1, -3
> Cc1ccc(S(=O)(=O)Nc2cccc(C(=O)NCC(c3ccco3)N(C)C)c2)cc1F (stereo not drawn)
→ 16, -3, 1, -1, 1, 1, -3, 0.99, -10
> O=C(CSc1ncn[nH]1)Nc1nc(-c2ccccc2)cs1
→ -33, 11, 12, 2, -3, 13, 18, 0.87, 1
> Cc1sc2ccccc2[n+]1CC(=O)c1ccccc1
→ -17, 0, 16, -4, 1, 9, 11, 0.91, -7
> CCOc1ccc(-c2cc(C(=O)N/N=C/c3ccc(O)cc3)c3ccccc3n2)cc1
→ -7, 15, 16, 2, -3, 3, 6, 0.97, -4
> COc1ccccc1NC(=O)Cc1cccc2ccccc12
→ -4, 4, 37, -2, -3, -3, 16, 1, -3
> Cc1cc(C)c(OCC(=O)N(Cc2cccs2)C2CCS(=O)(=O)C2)c(C)c1 (stereo not drawn)
→ 10, 12, 5, 0, 0, 6, 14, 0.94, -5
> Cc1ccccc1C(=O)NCCOc1ccccc1Cl
→ 2, -3, 27, -6, -2, -13, 14, 1.1, 0
> Cc1nc(NC(=O)COC(=O)C(C)NC(=O)c2ccccc2)c(Cl)cc1Cl (stereo not drawn)
→ -4, -8, 6, -2, 1, -4, -4, 1, -9
> Cc1cccc(N2CCN(C(=O)c3cc(S(=O)(=O)N4CCCC4)cn3C)CC2)c1C
→ 7, 4, 7, 3, 3, 0, 15, 1, 3
> O=C1CCc2cc(S(=O)(=O)N3CCN(Cc4ccc5c(c4)OCO5)CC3)ccc2N1
→ 5, 14, -6, 3, 4, 7, 20, 0.93, 1
> O=C(c1ccc(Br)o1)N1CCN=C1SCc1cccc(F)c1
→ 7, 13, 17, 0, 6, 10, 1, 0.9, -5
> C=CCNC(=S)NNC(=O)c1cccn(Cc2ccc(Cl)c(Cl)c2)c1=O
→ -80, 2, 2, -3, 0, 13, 16, 0.87, -3
> O=C(c1ccco1)N(CCC(c1ccccc1)c1ccco1)Cc1ccccc1 (stereo not drawn)
→ -13, 4, 17, -4, -5, 6, 26, 0.94, -4
> COc1ccc(CN2C[C@]3(CO)O[C@@H](CO)C[C@@H]3S2(=O)=O)cc1
→ ., -10, ., 2, ., 1, 14, 0.99, 1
> CC(C)CCN1CCNC(=O)C1CC(=O)Nc1ccc(F)cc1 (stereo not drawn)
→ -15, 5, 8, -4, -1, -8, -18, 1.1, -6
> CN(Cc1ccccc1)C(=O)CNC(=O)Cn1cnc2ccccc2c1=O
→ -6, 5, 0, -5, 0, 5, 5, 0.95, -7
> COc1cc(CC(=O)NCc2ccccn2)cc(OC)c1OC
→ 5, -3, 5, 5, -3, -4, 5, 1, -2
> O=C(NC1CCN(S(=O)(=O)c2cccc(F)c2)CC1)c1cccc(F)c1
→ -6, 15, 8, 6, -2, -8, -7, 1.1, -2
> COc1cc(O)sc1C=Nc1ccc(Cl)cc1
→ 7, 37, 1, 0, -1, 5, 23, 0.95, -2
> COc1ccc(C(=O)NC(C)c2ccccc2)cc1Br (stereo not drawn)
→ 7, -23, 10, -4, -2, -8, 22, 1.1, -6
> COc1ccc(N2CCN(CCNC(=O)CCN3C(=O)COc4ccccc43)CC2)cc1
→ 6, 11, 12, -7, -3, 9, 8, 0.91, -4
> O=C(NC1CC1)c1cccc2c1C(=O)c1ccc(N3CCC(Cc4ccccc4)CC3)cc1S2(=O)=O
→ -2, -3, 2, -4, -6, 20, -7, 0.8, 0
> CCN(CC)CCNC(=O)/C(=C/c1cn(CC)c2ccccc12)NC(=O)c1cc(OC)c(OC)c(OC)c1
→ 1, -8, 5, 3, -1, -6, 0, 1.1, -2
> COc1ccc2nc(NC(=O)c3cccs3)sc2c1
→ 4, 18, 46, 4, -3, -4, 24, 1, 4
> CCOC(=O)C1CCN(C(=O)c2ccc(Cl)c(Cl)c2)CC1
→ 13, -15, 18, 4, -2, -3, 0, 1, 3
> O=C(NCc1ccc2c(c1)OCO2)NC12CC3CC(CC(C3)C1)C2
→ 3, 31, 27, 0, 3, -30, 41*, 1.3, -5
> Cc1ccc(Cn2c(C(C)Nc3nc(-c4ccc(F)cc4)cs3)nc3cc(Cl)c(Cl)cc32)cc1 (stereo not drawn)
→ -5, 4, 13, 2, -8, 9, 20, 0.91, 2
> CC(OC(=O)CCCCCN=C1NS(=O)(=O)c2ccccc21)C(=O)Nc1cc(Cl)cc(Cl)c1 (stereo not drawn)
→ 9, -15, 4, -2, 0, -4, 15, 1, -5
> O=C1CN(C(=O)COC(=O)c2cccs2)c2ccccc2N1
→ 6, 8, 8, -1, 3, 5, -14, 0.95, -4
> COCCNC(=O)/C(C#N)=C/c1cc(C(C)C)c(OC)cc1C
→ 11, 25, 14, 3, 3, -4, 5, 1, -7
> COc1ccc(OC)c(S(N)(=O)=O)c1
→ -6, -7, -8, -1, 1, 8, 6, 0.92, -7
> O=C(N/N=C\c1ccc(OC(=O)c2ccco2)cc1)c1ccc(Cl)cc1
→ -24, -3, 9, -5, -4, -3, -9, 1, -5
> CC(=O)c1cc2c(=O)c3cc(C)ccc3oc2nc1C
→ 3, 20, 18, -1, 0, 3, -2, 0.97, -5
> COc1ccc(OC)c(C(=O)c2ccccc2)c1
→ -7, 2, 17, 3, 1, 0, -6, 1, 2
> COc1ccc(-c2ccc(NS(=O)(=O)c3cccc([N+](=O)[O-])c3)cc2)nn1
→ 5, 0, 17, -5, -2, 5, 9, 0.95, -7
> CCN(CC)S(=O)(=O)c1ccc(NC(=O)c2cnccn2)cc1
→ -5, 5, 14, 2, 0, 8, 4, 0.92, 3
> COc1ccc(C(NC(=O)C(C)C)c2c(O)ccc3ccccc23)cc1 (stereo not drawn)
→ -35, 12, 7, -2, -3, -7, 16, 1.1, -4
> FC(F)(F)c1cnc(C(c2ccccn2)c2ncn[nH]2)c(Cl)c1 (stereo not drawn)
→ -47, -8, 11, -4, -4, -9, 14, 1.1, -12
> CCSc1nc2ccccc2c(=O)n1C1CCOC(C)(C)C1 (stereo not drawn)
→ -4, -62, 17, -4, 4, 12, -13, 0.88, -5
> Cc1c(NC(=O)CCSc2ccc(Cl)cc2)c(=O)n(-c2ccccc2)n1C
→ 14, 15, 14, 0, -1, -11, 11, 1.1, 6
> CCc1ccc(C(C)NC(=O)C2(C)CC2(Br)Br)cc1 (stereo not drawn)
→ -10, -11, 50, 2, 0, -12, 5, 1.1, -1
> COC(=O)c1ccc(C(=O)OC)c(NC(=O)CN(c2ccc3c(c2)OCO3)S(C)(=O)=O)c1
→ -12, 14, 13, 3, -2, -14, -1, 1.1, -1
> Cc1cc(Br)ccc1NC(=O)CNC(=O)Cc1ccc(S(=O)(=O)N2CCOCC2)s1
→ 1, -4, 7, 11, -1, -6, -10, 1.1, -10
> Cc1nc2cc(NC(=O)Nc3ccc(N4CCOCC4)cc3)ccc2n1C
→ -15, -2, 12, -6, -3, -2, -6, 1, -3
> Cc1ccc(NC(=O)CN2C(=O)NC3(CCCC3)C2=O)nc1
→ 4, -9, 7, 2, 6, 6, -17, 0.94, -9
> CCCc1nnc(NC(=O)CSc2nc3ccccc3[nH]2)s1
→ -25, 4, -8, -1, -3, 20, -15, 0.8, -6
> CCOC(=O)c1c(C)nc2ccc(Cl)cc2c1-c1ccccc1
→ -6, -26, -1, -4, -4, -6, -3, 1.1, -7
> CCOC(=O)C(Cc1ccccc1)NC(=O)CNC(C)=O (stereo not drawn)
→ -4, 3, 8, 2, -2, -4, 0, 1, 1

No enrichment for hits; any-hit rate near 4.6%.
